RBBP9 inh: human RBBP9 hydrolase inhibition; recombinant RBBP9, FP-Rh probe fluorescence polarization; inhibition, % at 7.94 µM; actives 0.2% (n = 220,000);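 active means inhibition above the campaign mean of all tested compounds plus 3 SD, cut at about 14% in these data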;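 further: plate controls were DMSO wells with RBBP9 for no effect and wells lacking RBBP9 protein for full effect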
Target sequence (O75884 whole entry, looked up): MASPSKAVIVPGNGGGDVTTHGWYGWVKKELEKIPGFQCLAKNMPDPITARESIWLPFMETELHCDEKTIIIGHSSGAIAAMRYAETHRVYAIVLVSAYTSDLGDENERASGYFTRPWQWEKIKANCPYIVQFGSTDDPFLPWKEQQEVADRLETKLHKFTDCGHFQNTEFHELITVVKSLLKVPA
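Measured by – fluorescence polarization · Test system – RBBP9 protein · Input – 2.5 µM RBBP9 dispensing solution, before mixing · Measure – percent inhibition from mP, scaled between DMSO and no-protein wells · Benchmarks – DMSO-treated enzyme wells and wells lacking RBBP9 · Times – preincubation 30 min plus labeling 45 min at 25 °C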
Runt-SMMHC FRET: blocks binding of human RUNX1 Runt domain to CBFb-SMMHC; Q01196+Q13951; Cerulean-Runt/Venus-CBFb-SMMHC FRET ratio 530/480, 1 h; inhibition, % at 20 µM; actives 0.74% (n = 220,000); AID 1434;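 active means mean inhibition across duplicate retests at 20 µM reaching about 50%, limit read from the data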;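 further: 0% = DMSO wells and 100% = wells with excess untagged CBFb-SMMHC; inhibitors lower the FRET ratio by blocking Runt binding to CBFb-SMMHC; some results filed as inactive read as strong as hits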
p97 ATPase inh: blocks human p97 ATPase activity; actives 0.42% (n = 220,000); P55072; AID 1481; inhibition, % at 8 µM; recombinant p97 ATPase, Kinase-Glo ATP luminescence, 3 h; in the data active means inhibition above about 15%;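 further: 0% = DMSO vehicle and 100% = wells lacking enzyme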
EBV gp42 inh: inhibitors of Epstein-Barr virus glycoprotein 42. Q1HVG2. Fluorescence polarization binding assay, mP read-out. inhibition, % (tested at 21.74 µM). actives 0.42% (n = 220,000); in the data active means inhibition above about 50%
Target sequence (Q1HVG2 whole entry, looked up): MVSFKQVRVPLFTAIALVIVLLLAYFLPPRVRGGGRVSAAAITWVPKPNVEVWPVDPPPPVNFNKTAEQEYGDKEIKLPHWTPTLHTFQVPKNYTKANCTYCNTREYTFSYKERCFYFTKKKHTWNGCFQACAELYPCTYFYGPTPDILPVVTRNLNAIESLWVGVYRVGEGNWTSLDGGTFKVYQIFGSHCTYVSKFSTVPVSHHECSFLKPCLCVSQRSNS
Runt-CBFb FRET: inhibitors of human RUNX1 Runt domain binding to CBFb; Q01196+Q13951; Cerulean-Runt/Venus-CBFb FRET ratio 530/480, 1 h; inhibition, % at 20 µM; actives 0.46% (n = 220,000); AID 1496;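 active means inhibition over about 50% at 20 µM in the single-dose screen, limit read from the data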;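 further: 0% = DMSO wells and 100% = excess unlabeled CBFb competitor control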
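Reagent – Venus-CBFb binding partner, 100 nM · Assay system – Cerulean-tagged RUNX1 Runt domain (FRET donor) fusion protein · Input – 100 nM per protein · Incubation – two 1 h room-temperature incubations shielded from light · Measured by – FRET fluorescence · Medium – Tris buffer pH 7.5 with salts and BSA · Benchmarks – unlabeled CBFb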
Tb hexokinase: T. brucei hexokinase 1 inhibition. recombinant TbHK1, G6PDH-coupled NADH A340. inhibition, % at 10 µM. actives 0.11% (n = 220,000). AID 1430;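 active means inhibition of 50% or more in the single-dose primary screen; inactive means inhibition below 50%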
Furin inhibitor: human furin inhibition. purified furin, fluorogenic substrate cleavage. inhibition, % at 30 µM. AID 463115. actives 0.061% (n = 220,000). P09958; in the data active means inhibition above about 25%; further: inactives centre near -15
Target sequence (P09958 108-714 limits assumed): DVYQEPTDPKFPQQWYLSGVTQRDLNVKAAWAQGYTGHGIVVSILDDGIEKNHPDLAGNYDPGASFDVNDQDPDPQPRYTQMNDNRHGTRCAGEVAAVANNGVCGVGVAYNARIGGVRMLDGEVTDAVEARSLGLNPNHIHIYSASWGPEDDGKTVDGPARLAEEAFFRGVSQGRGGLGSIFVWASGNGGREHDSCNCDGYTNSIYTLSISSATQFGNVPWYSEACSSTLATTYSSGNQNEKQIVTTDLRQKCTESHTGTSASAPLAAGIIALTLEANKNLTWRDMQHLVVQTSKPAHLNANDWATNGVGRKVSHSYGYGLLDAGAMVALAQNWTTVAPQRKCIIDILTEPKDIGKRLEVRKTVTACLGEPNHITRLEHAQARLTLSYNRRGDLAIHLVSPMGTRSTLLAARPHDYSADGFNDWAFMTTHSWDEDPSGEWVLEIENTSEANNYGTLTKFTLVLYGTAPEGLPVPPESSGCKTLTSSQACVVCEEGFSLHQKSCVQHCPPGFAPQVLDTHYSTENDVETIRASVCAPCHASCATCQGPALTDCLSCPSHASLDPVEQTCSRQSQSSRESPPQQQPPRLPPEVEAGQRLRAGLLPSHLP
m-calpain inh: inhibitors of pig calpain II; AID 1236; actives 0.37% (n = 220,000); inhibition, % at 16 µM; purified calpain II, fluorogenic peptide substrate, 30 min;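 active means inhibition above about 50%, limit read from the data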
NCF1 inh: p47phox (human) inhibition; inhibition, % at 24.7 µM; p47phox/p22phox peptide binding, fluorescence polarization, 2 h; actives 0.53% (n = 220,000); P14598; AID 1274;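 active means inhibition above about 30%, limit read from the data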;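 further: 0% = p47phox with labelled peptide and 100% = labelled peptide alone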
The depositor's hits bear a star; x = no result given; & = joins results of further samples; [ ] = remark or other dose.

SMILES	RBBP9 inh	Runt-SMMHC FRET	p97 ATPase inh	EBV gp42 inh	Runt-CBFb FRET	Tb hexokinase	Furin inhibitor	m-calpain inh	NCF1 inh
CCN(CC)S(=O)(=O)c1ccc(-n2cnnn2)c(C)c1	-1	2	2	4	2	-1	-25[20 µM]	17	-9
CCCSc1cc(NCCOC(=O)CCC)c([N+](=O)[O-])c2nonc12	-1	10	6	5	10	-4	-13	0	1
CC(=O)c1c(-c2ccccc2)c2ccccc2[nH]c1=O	-6	1	-2	4	-2	-11	0	13	2
COc1ccc(NC(=O)C(=O)NCC(=O)Nc2cccc(C(F)(F)F)c2)cc1	-9	4	-3	-9	-2	-10	-20	-5	7
N#C/C(=N\O)c1nc(-c2ccccc2)cs1	4&-10	3&1	10&4	-7&13	-2&4	-8&-16	-10	18&9	-4&-11
Cc1ccccc1-c1ccc(=O)n(CC(=O)Nc2ccc(-n3cnnn3)cc2)n1	1	-4	0	-4	-1	8	-20	-23	3
COc1ccc(S(=O)(=O)NCCSC(C)(C)C)c(Cl)c1Cl	-4	0	0	8	0	4	-19[20 µM]	1	2
O=C(O)c1ccc(COc2ccc(Cl)cc2)o1	-5	-1	3	-20	3	5	-20[20 µM]	-4	1
COc1ccc(COC(=O)Nc2c(SC)nsc2SC)cc1	-7	-2	3	-12	0	6	-24	-6	-4
CC(=O)c1ccc(NC(=O)COc2ccccc2C(=O)Nc2ccc(C)cn2)cc1	3	-4	3	1	-4	-14	-18	-35	-3
CCOc1ccccc1Nc1nnc(SC(C)C(=O)Nc2nc(-c3ccccc3)cs2)s1 (centres undefined)	1	0	3	-15	0	-5	-21	-43	-16
COc1cc(OC)cc(OCC(O)Cn2ccnc2)c1 (centres undefined)	-2	-1	4	-5	-4	-2	-20	-6	-9
CC12CCCCC1c1ccccc1C(=NCC(=O)O)N2 (centres undefined)	-8	0	7	4	4	4	-14	-8	-4
O=C(Cn1cc([N+](=O)[O-])cn1)NCCc1nc2ccccc2[nH]1	-6	0	6	-21	0	-2	-27	-21	-1
CCOC(=O)CNC(=S)N(Cc1cccs1)C1CCCCC1	-9	0	-7	1	0	-2	-9	36	-9
NC(=O)CCS(=O)(=O)c1ccccc1	-6	0	5	-1	0	3	-31	-13	-12
O=C(c1ccccc1)n1ccc(-c2cccs2)n1	2	-5	10	-9	1	-3	-13	31	-6
C/C(CC(=O)Nc1ccccn1)=N\NC(=O)c1ccccc1	-9	3	-4	-1	0	-2	-5	18	2
O=C(NCC(=O)N(Cc1ccccc1)C(C(=O)NC1CCCC1)c1ccco1)c1ccco1 (centres undefined)	-2	1	0	-2	-2	2	-13	-4	-16
COc1ccc2[nH]c(=O)c(C(=O)O)cc2c1	-5	11	-3	3	6	-3	-29	-429	-3
O=C(CN1C(=O)c2ccccc2C1=O)Nc1ccc(S(=O)(=O)NCC2CCCO2)cc1 (centres undefined)	-7	-58	-3	7	1	-3	-21[20 µM]	13	-20
O=C(O)COc1ccccc1C(Nc1cccnc1)c1cc(Cl)c2cccnc2c1O (centres undefined)	-2	-27	6	-9	-3	14	-26	-72	1
CCc1ccccc1NC(=O)CSc1nnc(-c2ccco2)n1N	-3	2	-2	-30	0	-1	-25	12	-9
NS(=O)(=O)c1cccc(NC(=O)COC(=O)Cc2ccc(Cl)cc2)c1	-4	-1	6	-21	-1	2	-32	23	-6
Cn1c(=O)c(C(=S)NC(=O)C2CC2)c(N)n(Cc2ccccc2)c1=O	-2	0	2	-4	0	-4	-19[20 µM]	-20	-6

5 compounds drawn at random from those above, as already listed:
SMILES	RBBP9 inh	Runt-SMMHC FRET	p97 ATPase inh	EBV gp42 inh	Runt-CBFb FRET	Tb hexokinase	Furin inhibitor	m-calpain inh	NCF1 inh
COc1ccc(COC(=O)Nc2c(SC)nsc2SC)cc1	-7	-2	3	-12	0	6	-24	-6	-4
CC(=O)c1c(-c2ccccc2)c2ccccc2[nH]c1=O	-6	1	-2	4	-2	-11	0	13	2
O=C(O)c1ccc(COc2ccc(Cl)cc2)o1	-5	-1	3	-20	3	5	-20[20 µM]	-4	1
CCCSc1cc(NCCOC(=O)CCC)c([N+](=O)[O-])c2nonc12	-1	10	6	5	10	-4	-13	0	1
CC12CCCCC1c1ccccc1C(=NCC(=O)O)N2 (centres undefined)	-8	0	7	4	4	4	-14	-8	-4

Additional records follow.
SMILES	RBBP9 inh	Runt-SMMHC FRET	p97 ATPase inh	EBV gp42 inh	Runt-CBFb FRET	Tb hexokinase	Furin inhibitor	m-calpain inh	NCF1 inh
CCOc1ccccc1-n1c(SCC(=O)NC(C)CC)nnc1-c1ccoc1C (centres undefined)	-7	-3	-9	-6	-1	-1	-14[20 µM]	28	2
Cc1cc(C)n2nc(C(=O)OCC(=O)N(CC(C)C)CC(C)C)nc2n1	-9	3	-1	-5	1	5	-17	11	0
O=C(Nc1ccc(OCC(=O)N2CCN(S(=O)(=O)c3ccccc3)CC2)cc1)c1ccco1	3	-8	6	2	-1	-2	-25	13	-23
COc1ccc(OC)c(C2/C(=C(\O)c3ccc(OC)c(Cl)c3)C(=O)C(=O)N2CCN(C)C)c1 (centres undefined)	4	0	5	-22	-2	-16	-13[20 µM]	-4	-8
COc1nccc(C(F)(F)F)c1C(=O)NC(=O)Nc1ccccc1	-10	1	0	-6	1	0	-26	-15	-3
O=C(Cn1nnc2ccccc21)NC1CCCCC1	2	4	4	-2	0	6	-27	-17	-6
COc1cccc(OCCn2cc(C(=O)c3ccco3)c3ccccc32)c1	-13	-5	-1	-22	0	-17	-24[20 µM]	12	-59
N/C(CCCN1CCCCC1)=N/O	-7	-2	-1	-17	3	5	-12	0	-6
O=C(NCc1cccnc1)C(C(=O)c1ccc(F)cc1)n1ccccc1=O (centres undefined)	5	0	4	-29	-1	12	-15	0	-4
O=C(NC(=S)NNS(=O)(=O)c1ccccc1)c1ccccc1[N+](=O)[O-]	-8	7	6	4	13	65*	-27	2	-8
CCn1c(CCNC(=O)c2cccs2)n[nH]c1=S	-9	0	7	-2	4	2	-20	4	-16
Cc1ccc(C)c(C(=O)Cn2ncc(Cl)c(Cl)c2=O)c1	-6	-6	-1	-6	-1	9	-2[20 µM]	-34	-21
Cc1ccc(N(Cc2cc3ccc(C)cc3[nH]c2=O)C(=O)c2ccco2)c(C)c1	-5	15	-3	10	22	-18	-11	-8	-5
Cc1nnc(N/N=C/c2c(Cl)cccc2Cl)n1N	8	0	4	-21	3	-12	-11	-3	-25
Cc1nc(N2CCOCC2)[nH]c(=O)c1C	-6	1	5	-1	4	2	-32	-35	0
Cc1ccc(C)c(N2CCN(C(=O)c3cc4sccc4n3C)CC2)c1	-7	-8	-3	-15	x	2	-2	-11	-13
COC(CNC(=O)CNC(=S)N(CCCN1CCOCC1)Cc1cccs1)OC	-6	-6	-5	5	0	4	-19	18	5
NC(=O)CCn1ccc2ccccc21	-4	1	0	3	0	-2	-19	-30	-57
NC(=O)N=Nc1c2[nH]c3ccccc3nc-2c2ccccc12	-3	2	5	4	-2	-28	-17	-17	-3
COc1ccc(/C=C/c2ccccc2)cc1[C@H]1[C@H]2C=CC[C@@H](C)[C@@H]2C(=O)N1Cc1ccccc1	x	2	x	-30	2	-30	-7	16	1
OCCNc1nc2ccccc2n1CCN1CCCCC1	-6	-2	0	-11	-1	6	-24[20 µM]	24	1
COc1cc2c(cc1OC)C(C)N(C(=O)c1cccs1)CC2 (centres undefined)	0	-4	16*	-7	2	1	-2	9	-5
COc1cc(C(=O)Nc2nc(C)cc(C)n2)cc(OC)c1OC	-6	3	2	-14	-1	-3	-9	-14	-2
CC1CCCN(CCOCCOc2ccc(Cl)cc2Br)C1 (centres undefined)	0	-7	0	-14	-2	7	-19	-5	-12
O=C(O)C1=C(OCc2ccccc2)C(=O)NCC1	2	2	1	-2	0	-3	-20	-15	-23

The list goes on.
SMILES	RBBP9 inh	Runt-SMMHC FRET	p97 ATPase inh	EBV gp42 inh	Runt-CBFb FRET	Tb hexokinase	Furin inhibitor	m-calpain inh	NCF1 inh
COc1ccc(/C=N/NC(=O)CC2N=C(Cc3ccccc3)NNC2=O)cc1OC (centres undefined)	-4	-2	-5	2	-1	-11	-24	13	3
Clc1ccc(CN(CC2CCCO2)C(c2cccs2)c2nnnn2C2CCCC2)cc1 (centres undefined)	2	1	-4	-5	x	6	-7[20 µM]	-1	-16
CC(C)Cc1ccc(C(C)NC(=O)c2ccc(=O)[nH]c2)cc1 (centres undefined)	-7	1	3	-16	-1	-1	-15	3	-3
Cc1nn(C)c(C)c1NC(=O)c1cnn2c(C(F)F)cc(-c3ccccc3)nc12	3	x	8	-16	x	-8	-16	-23	-4
Cc1ccccc1CNC(=O)c1cc(COc2ccc(F)cc2F)on1	-3	-4	2	6	-2	-4	-18	12	-7
Cc1c(C(=O)N2CCN(c3ccc(F)cc3)CC2)sc2nc(-c3ccccc3)cn12	-3	3	4	7	-6	10	-11	7	12
CN(CC(=O)Nc1ccc(Cl)cc1)CC(=O)Nc1ccc(C(N)=O)cc1	-1	-2	-1	-7	-1	12	-21	1	-23
CCN1C(=O)c2cccc3c(NS(=O)(=O)c4ccc(NC(C)=O)cc4)ccc1c23	-7	-23	4	-10	-6	-13	-12	0	0
Oc1ccc(Br)cc1/C=N/N1CCN(Cc2cccc3ccccc23)CC1	0	0	2	-6	0	-60	-19	-14	2
CCOC(=O)CSc1nnc(CSc2nc3sc4c(c3c(=O)[nH]2)CCCC4)n1-c1ccccc1	-1	-13	-5	12	-10	0	-1[20 µM]	-92	-14
N#C/C=C1\n2c(nc3ccccc32)OC12CCCCC2	1	4	2	-19	0	-9	-18[20 µM]	16	-4
COc1ccc(CCN2C(=O)C(Oc3ccccc3)C2c2ccc3c(c2)OCO3)cc1 (centres undefined)	0	-12	0	-6	1	-6	-18	-5	0
CCC(=O)N1CCC2(CC1)Oc1ccc(Cl)cc1C(=O)C21CC(c2cccnc2)=NO1 (centres undefined)	x	4	x	-10	-2	-19	-33	-26	-24
O=Nc1c(O)n(Cc2ccc(Cl)cc2)c2ccccc12	-31	-8	4	42	-2	4	-11	26	-14
Cn1c2ccccc2c(=O)c2c(=O)n(Cc3ccco3)c(-c3ccc(Cl)cc3Cl)nc21	-13	9	33*	-10	50	-17	-17	-1	-17
C=CCOn1c(=O)c(=O)n(OCc2ccccc2)c2ccccc21	-6	0	-1	-11	2	-5	-5	1	-4
Cc1cccc(N(C(=O)Nc2ccc(Cl)cc2)C2=NCC(C)S2)n1 (centres undefined)	4	-4	0	12	0	-3	-20	-27	6
CCS(=O)(=O)N1Cc2ccccc2CC1C(=O)Nc1nnc(SCc2ccc(F)cc2)s1 (centres undefined)	-6	-1	-4	-13	-2	13	3	-19	-57
COc1ccc(CCNC(=S)NC(=O)c2ccccc2)cc1C	-12	-1	2	4	-2	-5	-22	15	-6
O=C(c1ccc(Cn2cc(Cl)c([N+](=O)[O-])n2)cc1)N1CCN(Cc2ccccc2)CC1	-6	0	-8	-4	-1	-15	-22	-15	-5
S=C(NC1CC2CCC1C2)N1CCN(c2cccc(Cl)c2)CC1 (centres undefined)	-2	-1	1	7	2	2	-26	-8	-3
O=C(O)CCC(=O)N1CN2CN(C(=O)CCC(=O)O)CC([N+](=O)[O-])(C2)C1	-8	4	8	20	-1	-1	-22	5	-2
CC(/C=N/n1c(-c2ccccc2)n[nH]c1=S)=C\c1ccco1	-7	15	2	-11	10	-11	-18[20 µM]	-95	-4

Screening results from PubChem BioAssay.
